aGlu spleen mod: lysosomal alpha-glucosidase (human) modulation; P10253; human spleen homogenate, 4-MU-alpha-glucoside fluorescence; Potency, µM (top dose mostly 79.9 µM), inactives show top-dose activity change, negative = inhibition, actives largely listed as inhibitors; hit rate 0.006% among 240,000;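 also: 0% = enzyme with vehicle and -100% = no enzyme basal signal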
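Compounds were titrated against alpha-glucosidase in spleen homogenate at pH 5.0, with 1 mM 4-methylumbelliferyl substrate for 40 min at 37 C. Reactions were quenched with pH 10 NaOH/glycine and fluorescence measured.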
aGal spleen mod: alpha-galactosidase A (human) modulation; hit rate 0.008% among 240,000; human spleen homogenate, 4MU-alpha-Gal fluorescence, 40 min; P06280; Potency, µM (top dose mostly 80 µM), for the others: at the top dose activity change, negative = inhibition, actives largely listed as inhibitors;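 also: 0% = enzyme with vehicle and -100% = no enzyme basal signal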
Target sequence (P06280 32-429 limits assumed): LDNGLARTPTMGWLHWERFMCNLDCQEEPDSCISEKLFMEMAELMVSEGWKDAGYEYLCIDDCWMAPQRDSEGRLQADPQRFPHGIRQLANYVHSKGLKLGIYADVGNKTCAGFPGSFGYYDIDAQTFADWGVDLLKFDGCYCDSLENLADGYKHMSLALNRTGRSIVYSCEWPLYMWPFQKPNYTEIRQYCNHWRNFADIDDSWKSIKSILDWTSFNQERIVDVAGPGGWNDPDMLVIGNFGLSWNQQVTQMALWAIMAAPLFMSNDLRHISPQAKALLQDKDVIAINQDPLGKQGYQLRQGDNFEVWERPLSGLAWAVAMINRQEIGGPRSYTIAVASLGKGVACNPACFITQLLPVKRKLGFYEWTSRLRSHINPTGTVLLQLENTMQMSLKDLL
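qHTS titration in buffer at pH 5.0. Alpha-galactosidase activity in spleen homogenate was measured via 4-methylumbelliferone release from 1 mM fluorogenic substrate after 40 min at 37C and a pH 10 stop. AC50 came from Hill fits of control-normalized data.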
Tau fluor counter: counter-screen for tau fibril formation inhibitors. tau K18 P301L Alexa594 fluorescence, heparin fibrillization. Potency, µM (doses to about 57.7 µM), inactives show at the top dose activity change, negative = decrease. hit rate 0.93% among 280,000. AID 1463; also: % is scaled to controls: 0 for no effect and ±100 for the full control effect; nearly all actives have a fitted effect of over 55% in size
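Human tau K18 P301L (15 uM unlabeled, 0.24 uM Alexa 594-labeled) in 100 mM sodium acetate pH 7 with 20 uM heparin, 6 hr at 37 C. ThT 30 uM added, 1 hr ambient; Alexa 594 FP and total fluorescence read at 555/632 nm.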
GAA inhib: inhibitors of human lysosomal alpha-glucosidase; P10253; purified human GAA, 4-MU-alpha-glucoside fluorescence; Potency, µM (titrated, usually from 76.9 µM), for the others: top-dose activity change, negative = inhibition, hits mostly inhibitors; hit rate 0.005% among 200,000;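 also: plate controls were uninhibited enzyme wells for no effect and no-enzyme background for full effect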
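Read-out is 4-methylumbelliferone fluorescence (Ex 365/Em 440 nm) after NaOH/glycine stop at pH 10. Enzyme 4 nM, substrate 400 uM, pH 5.0 citrate buffer, 20 min room temperature; AC50 from Hill-equation concentration-response.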
GAA glycogen: alters human alpha-glucosidase cleavage of glycogen | P10253 | recombinant GAA, glycogen substrate, Amplex Red glucose oxidase fluorescence | Potency, µM (doses to about 76.4 µM), for the others: at the top dose activity change, negative = inhibition, usual class: inhibitors | hit rate 0.38% among 300,000 | AID 2100;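 also: 0% = full enzyme reaction and -100% = no-enzyme basal signal; the screen sought inhibitors and activators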
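qHTS, 1536-well; enzyme 4 nM final; cpd up to 77 uM; substrate bovine liver glycogen 30 ug; 50 mM citrate/phosphate pH 5.0, 0.01% Tween-20; 37 C, 40 min; Amplex Red detection 45 min RT; Hill fit → AC50.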
Tau fibril ThT: inhibitors of human tau fibril formation, thioflavin T binding; P10636; recombinant tau K18 P301L (four-repeat tau fragment), heparin-induced fibrillization, ThT fluorescence; Potency, µM (doses to about 57.4 µM), without a hit: at the highest dose activity, negative = inhibition, actives largely listed as inhibitors; hit rate 2.1% among 270,000; also: % is scaled to controls: 0 for no effect and ±100 for the full control effect; nearly all actives have a fitted effect of over 55% in size
Target sequence (P10636 561-689 P618L limits assumed): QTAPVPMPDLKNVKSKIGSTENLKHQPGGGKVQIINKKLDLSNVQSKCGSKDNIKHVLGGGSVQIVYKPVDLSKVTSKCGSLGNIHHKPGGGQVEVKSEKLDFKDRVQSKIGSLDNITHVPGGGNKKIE
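Recombinant human tau K18 fragment […] carrying P301L, 15 uM unlabeled plus 0.24 uM Alexa 594-labeled, was fibrillized with 20 uM heparin in 100 mM sodium acetate pH 7 for 6 hr at 37 C; 30 uM ThT fluorescence read after 1 hr.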
Tau fibril FP: inhibitors of human tau fibril formation; P10636; K18 P301L tau heparin fibrillization, Alexa594 FP, 6 h; Potency, µM (highest dose often 57.7 µM), for the others: at the top dose activity, negative = inhibition, usual class: inhibitors; AID 1468; hit rate 0.39% among 280,000; also: % is scaled to controls: 0 for no effect and ±100 for the full control effect; nearly all actives have a fitted effect of over 55% in size
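Human K18 P301L fragment (15 uM unlabeled plus 0.24 uM Alexa 594-labeled) in 100 mM sodium acetate pH 7 with compound, aggregation induced by 20 uM heparin for 6 hr at 37 C. ThT (30 uM) added for 1 hr, then Alexa 594 FP read.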
HTT ATP protect: protects HTT-Q103 PC12 cells, measured by ATP | hit rate 0.14% among 230,000 | PC12 HTT-Q103 induced, cytoprotection, ATP luminescence, 40 h | Potency, µM (highest dose often 56.4 µM), for inactives: cytoprotection (ATP increase), usual class: activators | AID 1471;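 also: % of control where 0% means no effect; nearly all actives have a fitted effect of over 45% in size; toxic huntingtin expression switched on by the ecdysone agonist tebufenozide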
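Compounds added alongside 100 nM tebufenozide, which induces toxic Q103 huntingtin exon 1-GFP in stable PC12 cells; surviving cells quantified by luminescent ATP measurement. Medium: phenol red-free DMEM, 5% equine and 5% calf serum.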
* hit, by the source's call; ? = inconclusive; · = no result given; [ ] = another dose, or the depositor's remark. Calls follow the shape of the dose curve; as a rule, active = well fitted curve in the direction sought with a large enough effect; inconclusive = small, poorly fitted or top-dose-only effect, or another doubt; inactive = no such curve, though single readings can be large; an effect the other way counts as inactive or inconclusive. Potency is read from the fitted curve at half-maximal effect.

SMILES	aGlu spleen mod	aGal spleen mod	Tau fluor counter	GAA inhib	GAA glycogen	Tau fibril ThT	Tau fibril FP	HTT ATP protect
O=C(C1CCN(c2nnc(-n3cccc3)s2)CC1)N1CCN(c2cccc(C(F)(F)F)c2)CC1	-4.7%	-2.8%	-15.5%	-14.6%	-5.8%	-27.9%	-7.2%	-21.5%
CC1CCc2c(sc3nc(CN4CCOCC4)nc(Sc4ccccc4)c23)C1 (configuration not stated)	1.0%	2.8%	2.1%	-26.4%	6.2%	-9.4%	-7.8%	-3.0%[10 µM]
CCN(CC)C(=O)CSc1nnc(-c2cnccn2)n1-c1ccc(C)cc1	-8.7%	-9.3%	1.5%	-1.0%	12.8%	-3.4%	0.6%	0.3%
COc1nc(-c2ccccc2)cc(C(F)(F)F)n1	2.1%	5.6%	-5.5%	6.3%	-4.9%	-3.8%	-6.8%	5.7%
O=C(Nc1ccccc1)C1CC(=O)N(c2ccc3c4c(cccc24)CC3)C1 (configuration not stated)	-6.5%	-11.2%	-26.7%	-6.0%	-8.2%	-17.4%	-2.5%	-4.8%[10 µM]
C[C@H]1Cc2c(COc3ccccc3)nc3c(c2CO1)CN(S(=O)(=O)c1ccc(C#N)cc1)CC3	-1.6%[17.4 µM]	-2.8%[17.5 µM]	-21.3%[11.6 µM]	·	·	-12.8%[11.5 µM]	-3.5%[11.6 µM]	-38.0%[inhibitor][10 µM]
CC(=O)c1ccc2c(c1)OCCOCCOCCOCCOCCO2	-3.2%	-8.1%	3.3%	·	10.1%	1.3%	7.1%	16.5%[10 µM]
Cc1ccc(S(=O)(=O)N/N=C(\c2ccccc2)c2cccnc2)cc1	-13.3%	5.6%	-8.0%	-1.9%	-11.7%	-7.0%	0.2%	-10.0%
O=C(CCCCCN1C(=O)c2cccc3cccc(c23)C1=O)NCCO	7.6%	2.5%	-11.8%	9.4%	?	-6.5%	-5.7%	-55.2%[inhibitor]
O=C(CCCOc1ccc(Cl)cc1Cl)N/N=C/c1cccc([N+](=O)[O-])c1	-0.8%	-3.3%	-1.5%	1.7%	12.3%	3.2%	6.5%	-4.7%[1.9 µM]
Nc1ccc(N2CCCCC2)c2nonc12	4.4%	5.5%	?	2.5%	?	8.91µM*	?	6.5%[10 µM]
CN(C(=O)COC(=O)c1cccnc1Nc1ccccc1F)C1CCS(=O)(=O)C1 (configuration not stated)	4.2%	-1.7%	-9.2%	-10.1%	2.1%	-2.3%	-6.9%	10.0%[10 µM]
Cc1ccc2oc(=O)c3cc(C(=O)NCCN4CCN(C)CC4)sc3c2c1	-1.0%	0.4%	-0.2%	-0.5%	4.1%	-9.3%	-8.4%	-26.9%
CC(=O)OCCN(CCOC(C)=O)c1c(C)[nH]c(=O)[nH]c1=O	-4.3%	-7.1%	-17.0%	-5.4%	-0.1%	-14.3%	-7.6%	-2.9%
O=C(Nc1cccnc1)c1cccs1	-8.6%	1.2%	0.3%	1.8%	-2.6%	-10.8%	0.4%	-19.8%
CCCCNC(=O)c1ccc2c(SCC(=O)O)c3c(nc2c1)CCCC3	-3.2%	-3.6%	-6.7%	10.4%	-9.5%	-1.7%	-5.2%	·
O=C(CSc1nc2ccc(NC(=O)C3CCCCC3)cc2s1)NCC1CCCO1 (configuration not stated)	-1.1%	-3.2%	-6.7%	0.7%	8.2%	-6.8%	5.0%	·
COc1ccc(C2=NOC3(CC(=O)N(c4ccc(F)cc4)C3=O)C2)cc1 (configuration not stated)	-1.1%	5.9%	-15.8%	·	-4.6%	-10.4%	-2.0%	-2.3%[10 µM]
O=C(CSc1nc2ccccc2o1)c1ccc2c(c1)OCCO2	-19.6%	-0.8%	-12.8%	-0.7%	-5.4%	5.0%	-3.0%	5.2%[0.074 µM]
Clc1ccc(Sc2cc(N3CCOCC3)nc(-c3ccccc3)n2)cc1	-5.2%	-2.9%	-19.3%	-14.9%	-1.8%	-6.3%	?	9.4%
CCOC(=O)C(=O)/C(=C\N(C)C)c1onc(-c2c(F)cccc2Cl)c1C(=O)OC	-9.8%	4.0%	-2.2%	2.4%	-9.3%	-3.5%	7.8%	-0.9%[10 µM]
CC(C)CCn1c(Cl)nc2c1c(=O)n(C)c(=O)n2C	7.0%	-2.2%	1.3%	4.6%	-13.9%	-5.8%	-2.3%	-3.5%
COc1ccc(C(=O)/C=C/c2cccs2)c(OC(=O)N2CCOCC2)c1	-11.4%	-5.9%	3.1%	-4.6%	7.1%	-5.3%	2.9%	5.1%[10 µM]
Cc1ccc(C(=O)Nc2ccc(C(=O)O)cc2)cc1S(=O)(=O)Nc1cccc([N+](=O)[O-])c1	-8.6%	6.3%	-14.7%	-6.0%	1.8%	?	-3.3%	-18.9%
CCOc1ccccc1NC(=O)NC1(C(=O)N2CCOCC2)CCCCC1	-3.5%	-5.1%	6.0%	-4.9%	0.9%	2.0%	-2.5%	-12.0%[10 µM]
Cn1nc(-c2ccc(OCC(N)=O)cc2)c2ccccc2c1=O	6.6%	2.4%	-10.4%	-6.4%	8.1%	-12.8%	-8.0%	-5.2%
O=C(CN1C(=O)CC(c2ccccc2)S(=O)(=O)c2ccccc21)NC1CCCC1 (configuration not stated)	0.9%	2.7%	-9.8%	1.7%	-0.3%	-4.7%	-5.5%	-35.1%[inhibitor]
Cc1ccc(-c2nc(CS(=O)CC(=O)NCCC(C)C)c(C)o2)cc1 (configuration not stated)	5.2%	0.3%	-7.5%	-3.9%	9.9%	-17.3%	12.1%	-1.3%
CC(C(=O)N1CCOCC1)c1ccc([N+](=O)[O-])cc1 (configuration not stated)	-3.3%	1.2%	6.0%	3.5%	11.5%	-0.9%	?	16.5%[10 µM]
CCN(CC)c1ccc(NC(=O)c2cncc(Br)c2)cc1	-14.9%	-2.0%	-19.0%	1.7%	6.9%	?	11.7%	29.4%[10 µM]

A second format for part of the listing above.
Each structure is followed by: aGlu spleen mod, aGal spleen mod, Tau fluor counter, GAA inhib, GAA glycogen, Tau fibril ThT, Tau fibril FP, HTT ATP protect
COc1ccc(C(=O)/C=C/c2cccs2)c(OC(=O)N2CCOCC2)c1
  -11.4%, -5.9%, 3.1%, -4.6%, 7.1%, -5.3%, 2.9%, 5.1%[10 µM]
Cn1nc(-c2ccc(OCC(N)=O)cc2)c2ccccc2c1=O
  6.6%, 2.4%, -10.4%, -6.4%, 8.1%, -12.8%, -8.0%, -5.2%
Clc1ccc(Sc2cc(N3CCOCC3)nc(-c3ccccc3)n2)cc1
  -5.2%, -2.9%, -19.3%, -14.9%, -1.8%, -6.3%, ?, 9.4%

Back to the main list with the two entries that preceded the break.
SMILES	aGlu spleen mod	aGal spleen mod	Tau fluor counter	GAA inhib	GAA glycogen	Tau fibril ThT	Tau fibril FP	HTT ATP protect
CC(C(=O)N1CCOCC1)c1ccc([N+](=O)[O-])cc1 (configuration not stated)	-3.3%	1.2%	6.0%	3.5%	11.5%	-0.9%	?	16.5%[10 µM]
CCN(CC)c1ccc(NC(=O)c2cncc(Br)c2)cc1	-14.9%	-2.0%	-19.0%	1.7%	6.9%	?	11.7%	29.4%[10 µM]
CCOc1cc(/C=C2\NC(=O)NC2=O)cc([N+](=O)[O-])c1O	1.0%	-3.0%	-9.7%	·	-10.6%	·	-1.5%	18.6%[10 µM]
C=CCn1c(=O)/c(=C2/Sc3ccccc3N2CC)s/c1=C1/C(=O)NN=C1C	6.7%	15.3%	8.6%	9.5%	7.9%	2.6%	8.5%	-4.6%[10 µM]
CCCC[C@@H]1C[C@H]1C(NC(=O)c1ccc(-c2ccccc2)cc1)c1ccc(-c2ccccc2)cc1 (some centres not stated)	-0.4%	3.7%	-2.2%	·	·	-1.6%	0.9%	-17.4%
CC(C)=C(NC(=O)c1ccco1)C(=O)NCCc1nc2ccccc2[nH]1	-18.7%	3.8%	-7.6%	-10.3%	2.2%	-4.9%	-3.4%	10.0%
Cc1ccc(OCc2nnc(SCc3cc(=O)[nH]c4ccccc34)o2)cc1	5.9%	3.2%	-9.0%	0.6%	14.4%	-15.6%	-0.9%	-12.5%[10 µM]
CCCN(C/C=C\I)[C@@H]1CCc2cccc(O)c2C1	-10.2%	0.4%	-9.8%	·	·	-4.2%	-3.6%	11.5%
Cc1ccnc(NS(=O)(=O)c2ccc(NC(=O)c3ccc(Br)o3)cc2)n1	-2.7%	1.8%	7.5%	-1.8%	-8.9%	2.2%	-2.5%	-37.9%[inhibitor]
Cc1cc(-c2nc3cccnc3s2)ccc1NS(=O)(=O)c1cccs1	?	?	?	·	2.1%	?	-11.7%	-9.4%[10 µM]
O=C(N/N=C/c1ccccc1)c1ccc(OCc2ccccc2)cc1	·	-5.8%	-10.5%	7.2%	-0.1%	-20.1%	-11.1%	-32.2%[inhibitor]
CC1(C)Cc2c(sc3ncnc(N)c23)CO1	-0.9%	3.9%	-2.7%	-3.8%	2.9%	-8.7%	-5.4%	9.4%[10 µM]
CCN(CC)CCN1C(=O)C(=O)/C(=C(/O)c2ccncc2)C1c1ccccc1F (configuration not stated)	-6.3%	-10.3%	9.8%	1.8%	6.8%	2.7%	2.9%	-19.6%
N/C(=N\OC(=O)c1cc([N+](=O)[O-])ccc1Cl)c1cccnc1	4.5%	4.3%	-19.0%	·	-0.2%	·	0.1%	-5.4%[10 µM]
CC(=O)Nc1cccc(NC(=O)c2ccco2)c1	-1.1%	5.8%	0.0%	0.2%	-5.1%	-1.6%	-3.2%	-21.8%
CCOC(=O)NC1CCS(=O)(=O)C1 (configuration not stated)	-8.8%	-0.5%	-2.3%	-8.5%	10.6%	1.2%	-2.4%	-6.8%[10 µM]
COc1ccc(-c2nc(NC(=O)c3n[nH]c(=O)c4ccccc34)sc2C)cc1	-1.4%	-0.5%	-17.1%	5.6%	-0.9%	-18.6%	4.4%	·
Cc1ccn2c(Nc3ccc4c(c3)OCCO4)c(-c3ccc(C)o3)nc2c1	·	·	?	·	?	?	10.5%	·

Source: PubChem

No enrichment for hits; any-hit rate near 3.3%.
